Screening data (PubChem)
KDM5B inh: KDM5B demethylase inhibition; Q9UGL1; Potency, µM (top dose mostly 57.7 µM), inactives show at the highest dose activity change, negative = inhibition, most hits filed as inhibitors; KDM5B demethylase, FDH-coupled NADH fluorescence (FDH is formaldehyde dehydrogenase); actives 2.6% (n = 220,000); active means well fitted inhibition curve with a large enough effect; inconclusive means small, poorly fitted or top-dose-only effect; inactive means no such curve, though single readings can be large or run the other way; further: 0% is about no effect; nearly all actives have a fitted effect of over 70% in size
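KDM5BΔAP (200 nM final) in 50 mM HEPES pH 7.5, 0.01% Tween-20 was preincubated 10 min at RT with compound over a concentration range. Substrate mix (H3K4me3 12.5 µM, α-KG 25 µM, Fe²⁺, ascorbate, NAD⁺, FDH) was added, and NADH fluorescence change over 30 min gave dose-response curves.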
Numbers without * were called inactive; u = inconclusive; [ ] = remark or other dose. Potency means the concentration at half of the fitted maximal effect.

SMILES	KDM5B inh
COc1ccc(Oc2coc3cc(OC(=O)c4cc(OC)c(OC)c(OC)c4)ccc3c2=O)cc1	9%
CCSC1=Nc2c(cnn2-c2ccc(C)c(Cl)c2)C2=NCCCN12	5%
Cn1c(Cc2cccs2)nnc1SCC(=O)N1CCN(c2ncccn2)CC1	9%
O=C(c1ccccc1)N1CCc2sc(C(=O)N3CCN(c4ccc(F)cc4)CC3)cc2C1	-26%
COc1ccc(OC)c(CNC(=O)c2cc3c(=O)oc4ccc(C)cc4c3s2)c1	-12%
O=C1OC2(CN1CCOc1ccccc1)CN(C(=O)c1ccc(Oc3ccccc3)cc1)C2	-16%
CC(=O)N1CCN(C(=O)c2c[nH]c3ncccc23)CC1	-10%[86.2 µM]
COc1ccc(-c2[nH]c(-c3ccc(OC)c(OC)c3)nc2SCC(=O)Nc2ccccc2)cc1	19%
COc1ccccc1CCNC(=O)C(=O)NCC(c1ccc2c(c1)OCO2)N1CCOCC1 (centres undefined)	-6%
Cc1ccc(N2CCN(S(=O)(=O)c3cc(C(=O)Nc4cc(Cl)cc(Cl)c4)ccc3F)CC2C)cc1 (centres undefined)	-17%
CCCCc1nnc2sc(-c3ccc(OC)c(OC)c3)nn12	28%
Cc1nn2c(=O)cc(CN3CCN(c4ncccn4)CC3)nc2s1	6%
CCNC(=O)[C@@H]1C[C@@H](O)CN1C1CCN(C(=O)c2cccc(OC)c2)CC1	-33%
COc1ccc(C2=NN(CC(=O)NCCCN(C)c3ccccc3)C(=O)CC2)cc1	-30%
COC(=O)c1cc(NC(=O)Nc2ccc3snnc3c2)cc(C(=O)OC)c1	-15%
COc1ccc(Cc2noc(-c3ccc(N(C)Cc4nonc4C)nc3)n2)cc1	u
COc1ccc(CN(C)Cc2ccc(-c3ccccc3)cc2)cc1	-10%[86.2 µM]
O=C(O)CCC(=O)N1Cc2[nH]cnc2C[C@H]1c1nc(-c2ccc(Cl)cc2)no1	-16%[86.2 µM]
COc1cccc(-c2cc(CC3(O)CCN(c4nnc(C)o4)CC3)on2)c1	-20%
O=C(c1ccccc1OCC1CCCN(C2CCSCC2)C1)N1CCCCC1 (centres undefined)	10%
CCCCOc1ccccc1C1CC(=O)Nc2cc(C)c(C)cc21 (centres undefined)	-17%
Cc1cc(C(=O)N2C[C@@H](F)C[C@H]2C(=O)N2CCc3ccccc3C2)n(C)n1	-29%
COCCNC(=O)Cn1ccc2cc(Cl)ccc21	-15%
COCCN(C(=O)COC(=O)CCc1nc2ccccc2s1)c1c(N)n(Cc2ccccc2)c(=O)[nH]c1=O	17%
Cc1noc(C)c1-c1cc2cc(CO)oc2c(NCc2ccc3c(c2)OCO3)n1	u
CC(=O)N1CCN([C@H]2[C@@H]3OC[C@@H](O3)[C@@H](NC(=O)NC3CCCCC3)[C@@H]2O)CC1	-25%[86.2 µM]
CC(C)c1nc(-c2ccc(OC3CCN(S(=O)(=O)Cc4ccccc4)C3)cc2)no1 (centres undefined)	-16%
COc1ccc(C(=O)NCCc2ncc(C)n2Cc2ccc(F)cc2)cn1	17%
CS(=O)(=O)N1CC2(CCN(CC3CCCCC3)C2)Cc2ccccc21 (centres undefined)	u
COc1ccc(C(=O)Nc2oc3ccc(Cl)cc3c(=O)c2-c2ccc3c(c2)OCO3)cc1	9%
Cc1nc(N2CCOCC2)cc(N2CCN(C(=O)c3cccc(C(F)(F)F)c3)CC2)n1	16%
Cc1cccc(-c2nc(CCNC(=O)Cc3ccc(F)cc3)cs2)c1	u
CCn1c(CO)nnc1C1CC(NC(=O)c2oc3cc(OC)ccc3c2C)C1 (centres undefined)	28µM*
Cn1ccnc1C(NC(=O)Cc1ccc(Cl)cc1Cl)c1ccccc1F (centres undefined)	-7%
COc1ccc(Nc2cc(-c3ccccc3OC)nc3c(C)noc23)cc1OC	u
O=C1CCCN1CCCN1C(=O)[C@@H]2C[C@@H](O)CN2C2(CN(Cc3ccc(Cl)cc3)C2)C1=O	-12%
CCOC(=O)C1=C(Nc2ccccc2)O/C(=C\c2ccccc2C(F)(F)F)C1=O	-23%
Cn1nc(C(=O)OCc2nc(-c3ccc(Cl)cc3)no2)c2ccccc21	-11%
CC(OC(=O)c1ccc2c(c1)NC(=O)CS2)C(=O)N1CC(=O)Nc2ccccc21 (centres undefined)	3%
CCN(CC)C(=O)c1sc2c(c1C)c(=O)n(-c1ccccc1)c(=O)n2CC(=O)N(CC)c1cccc(C)c1	0%

Of the compounds above, 2 have a furan ring, fused or not.
SMILES	KDM5B inh
Cc1noc(C)c1-c1cc2cc(CO)oc2c(NCc2ccc3c(c2)OCO3)n1	u
CCn1c(CO)nnc1C1CC(NC(=O)c2oc3cc(OC)ccc3c2C)C1 (centres undefined)	28µM*

Carrying on:
SMILES	KDM5B inh
O=C(NC1CC1)c1ccccc1OC1CN(Cc2ccc(F)cc2)C1	-22%
COCCO[C@H]1C(=O)N(C2CCN(C(=O)c3ccnn3C)CC2)[C@H]1c1ccncc1	11%
Cc1cc(NC(=O)COCc2cc(-c3ccc(F)cc3)on2)ccc1Br	u
Cc1ccc([C@H]2C[C@@H](O)[C@@H](O)[C@@H]2NC2CCOCC2)cc1	24%[115 µM]
CCCNc1cc(N2CCC(CCC(=O)Nc3cccc(C)c3)CC2)ncn1	6%
Cc1csc(NC(=O)C(C)Sc2nnc(-c3ccco3)n2CC(C)C)n1 (centres undefined)	-10%
O=C(O)c1ccc(-c2ccc(F)cc2)cc1	12%
COCCCNC(=O)C1CCN(c2ncnc3c2nc2n3CCCCC2)CC1	-8%
CC(C)c1nncn1C1CCN(S(=O)(=O)c2ccc(C(F)(F)F)cc2)CC1	0%
CCC(NC(=O)COc1cc2c(c3oc(=O)c(C)c(C)c13)CCC(C)(C)O2)C(=O)O (centres undefined)	u
COCCN1C(=O)[C@@H]2C[C@@H](CN2Cc2cnc3ccccc3c2)Oc2ccccc21	-25%[86.2 µM]
Cc1nc2cccnc2n1CC1CCCN(C(=O)Nc2ccccc2Cl)C1 (centres undefined)	16%
Cc1ccccc1Cn1cc(-c2ccncc2)cc1C(=O)Nc1ccc2c(c1)OCO2	12%
CC(C)(CNC(=O)c1nccnc1N)c1ccc(Br)cc1	u
COCCN1CC(CO)C2(CCN(Cc3cccc(Cl)c3)CC2)C1 (centres undefined)	-29%
CC(C)NC(=O)N1CCN2C(=O)N(C(C)C)C(=O)[C@H]2C1	39%[activator][115 µM]
Cc1ccccc1NC(=O)Cn1c(=O)n(-c2ccc(CC(=O)NCC3CCCO3)cc2)c(=O)c2ccccc21 (centres undefined)	u
COc1cccc(-c2cc3c(=O)n(CCNC(=O)Cc4cccc(F)c4)ccn3n2)c1	-29%
CNC(=O)CCn1ncc2cc(OCc3ccccc3-c3ccc(F)cc3)ccc21	-27%[86.2 µM]
COCC1CN(C(C)=O)CC12CCN(S(=O)(=O)c1cnc[nH]1)CC2 (centres undefined)	-4%
CC(=O)N1CCC(C(=O)N[C@H]2CCN3C(=O)N(c4ccc(Cl)cc4)C(=O)[C@@H]3C2)CC1	8%[86.2 µM]
CC(=O)NCCCCCC(=O)NCC(C)(c1ccccc1)c1ccccc1	7%
Cc1cccc(OCC(=O)NCc2nnc3c(-c4nc(C)no4)cccn23)c1	u
CCc1ccc(NC(=O)N2CCC(CN3CCc4ccccc4C3)CC2)cc1	8%
CCc1ccccc1NC(=O)CCc1c(C)nn(-c2ccc(N3CCOCC3)nn2)c1C	-3%
CCn1c(C)c(C)c2cc(C(=O)NCc3cccc(C)c3)ccc21	u
CCc1ccccc1NC(=O)c1cc2c(Cl)nc3ccccc3c2s1	18%
CC1(C)[C@H](Cc2cc(CC3CCCCC3)on2)C[C@@H]1NC(=O)c1ccccc1	-26%[86.2 µM]
O=C(CN1C(=O)c2ccccc2C1=O)Nc1cnc2ccccc2c1	-11%
N#Cc1ccc(Cc2cnc(NC(=O)c3cccs3)s2)c(C(F)(F)F)c1	-26%
COc1ccccc1-c1cc(NC(=O)CCOC(C)C)n[nH]1	16%
N#Cc1nc(-c2ccc(OCc3ccccc3)cc2)oc1NCCN1CCOCC1	u
Cc1cc(=S)n2cn[nH]c2n1	-33%
CC1(C)C[C@H](NC(=O)c2ccc(C#N)cc2)[C@@]2(CCC(=O)NCCc3c[nH]c4ccccc34)CC[C@](C)(O)C[C@@H]12	-12%
CCNC(=O)CCc1c(C)nn(-c2ccc(F)cc2)c1Oc1ccccc1F	-15%
Cn1c(CN2C(=O)C3(CCOCC3)CC2c2nnnn2C(C)(C)C)nc2ccccc21 (centres undefined)	1%
OC[C@@H]1CN(Cc2cccnc2)C[C@H]1c1ccccn1	1%
CN(CCc1noc(C2CC2)n1)C(=O)c1cc(-c2ccc(O)cc2)n[nH]1	-11%
CN(C)C[C@@H]1CN(S(C)(=O)=O)C[C@H]1NC(=O)c1c(F)cccc1Cl	-24%
CN(Cc1ccc(F)cc1)Cc1ccccc1OCC(O)CN1CCCCC1 (centres undefined)	-1%

3 entries picked at random from those above:
SMILES	KDM5B inh
COc1ccccc1-c1cc(NC(=O)CCOC(C)C)n[nH]1	16%
CCNC(=O)CCc1c(C)nn(-c2ccc(F)cc2)c1Oc1ccccc1F	-15%
OC[C@@H]1CN(Cc2cccnc2)C[C@H]1c1ccccn1	1%

Next section
SMILES	KDM5B inh
CCOc1ccc(NC(=O)CCC(=O)N2CC(C)Oc3ccc(C)cc32)cc1 (centres undefined)	1%
CCc1ccccc1-n1nnnc1-c1cnccc1C(F)(F)F	u
Cc1ccccc1Nc1nnc(-c2ccc(C)c(S(=O)(=O)NCC3CCCO3)c2)c2ccccc12 (centres undefined)	u
CCCNC(=O)N1CCCC(c2noc(COCC)n2)C1 (centres undefined)	-6%
O=C(O)c1sc(Nc2ccccc2)nc1-c1ccccc1	u
Cn1c(=O)oc2cc(S(=O)(=O)Nc3cccc([N+](=O)[O-])c3)ccc21	8%
CCOc1ccc(S(=O)(=O)N(CC(=O)NCCSCc2ccc(C)cc2)c2ccccc2)cc1	-5%
COc1ccc(-c2ccccc2)cc1N1C(=O)[C@@H]2C[C@H]1CN2C(=O)CNC(N)=O	-7%
CCCCCSc1ccc(/C=C/C(=O)O)cc1	u
CCCCNC(=O)c1cc2cc(OCC)ccc2n1C	u
COc1ccc(/C=C/C(=O)Nc2cc(-c3nc4ccccc4o3)ccc2OC)cc1	u
CN(C)c1ccc(NC(=O)c2cc3cc(F)ccc3[nH]2)cc1	-9%
CC(=O)NC12CC3CC(C1)CC(C(=O)NCCCC1CCCC1)(C3)C2	-3%
O=C(Nc1cc(F)ccc1F)c1ccc(CN2CC(=O)N3CCCCC3C2=O)cc1 (centres undefined)	4%
COc1ccc(-c2noc(CC3CCN(C(=O)Cc4ccc(C)cc4)CC3)n2)cc1	-10%
CCn1c2ccccc2c2cc(NC(=O)COc3ccc(C)c(C)c3)ccc21	-4%
O=C(NCc1ccc(Cl)cc1)C1CCN(c2ncnc3c2nc2n3CCCCC2)CC1	u
CCN(CC)Cc1cc(C(=O)N2Cc3[nH]cnc3CC2C(=O)O)c(C)o1 (centres undefined)	u
CCCN1C(SCC(=O)N2CCCCCC2)=NS(=O)(=O)c2ccccc21	7%
CC(C)CCNC(=S)Nc1ccc(Cl)cc1Cl	11%

Another view of some results above:
| SMILES | KDM5B inh |
| --- | --- |
| CCOc1ccc(NC(=O)CCC(=O)N2CC(C)Oc3ccc(C)cc32)cc1 (centres undefined) | 1% |
| CCc1ccccc1-n1nnnc1-c1cnccc1C(F)(F)F | u |
| Cc1ccccc1Nc1nnc(-c2ccc(C)c(S(=O)(=O)NCC3CCCO3)c2)c2ccccc12 (centres undefined) | u |
| CCCNC(=O)N1CCCC(c2noc(COCC)n2)C1 (centres undefined) | -6% |
| O=C(O)c1sc(Nc2ccccc2)nc1-c1ccccc1 | u |

Individual results from the list:
Cn1ccnc1C(NC(=O)Cc1ccc(Cl)cc1Cl)c1ccccc1F (centres undefined) | KDM5B inh: -7%
COc1ccc(-c2[nH]c(-c3ccc(OC)c(OC)c3)nc2SCC(=O)Nc2ccccc2)cc1 | KDM5B inh: 19%
Cc1ccccc1Cn1cc(-c2ccncc2)cc1C(=O)Nc1ccc2c(c1)OCO2 | KDM5B inh: 12%
O=C(O)CCC(=O)N1Cc2[nH]cnc2C[C@H]1c1nc(-c2ccc(Cl)cc2)no1 | KDM5B inh: -16%[86.2 µM]
COc1cccc(-c2cc(CC3(O)CCN(c4nnc(C)o4)CC3)on2)c1 | KDM5B inh: -20%

(listing goes on)
SMILES	KDM5B inh
CSc1cccc(NC(=O)NC(c2ccccc2)c2nnc(-c3ccccc3Cl)o2)c1 (centres undefined)	5%
Cc1ccc(Cl)cc1NC(=O)c1oc2c(c1C)-c1[nH]ncc1CC2	u
CC(NC(=O)c1cc(-c2ccncc2)nc2ccccc12)c1cccs1 (centres undefined)	u
CCc1ccc(-c2cn[nH]c2C=O)cc1	15%
CCN1c2cc(C(=O)Nc3ccc(C(C)C)cc3)ccc2C(=O)N2CCCCC21 (centres undefined)	u
O=C(O)C[C@@H]1CCN(C(=O)Nc2ccc(C(F)(F)F)cc2)C[C@@H]1CCN1CCN(c2ccccn2)CC1	u
Cc1ccc(C)c(N2CCN(CCCNC(=O)Nc3ccc(Cl)cc3)CC2)c1	u
O=C1CN(C(=O)c2ccnc(-c3nnc4ccc(Nc5ccccc5)nn34)c2)CCN1	u
CC(C)c1noc(-c2cn(C3CCN(C(=O)COc4ccccc4)C3)nn2)n1 (centres undefined)	26%
Cc1ccc(C)n1-c1nnc(N2CCCC(C(=O)NCc3cccc(Cl)c3)C2)s1 (centres undefined)	u
Cc1ccc(OC(=O)N2CCC(COc3ccc4c(cnn4CCC(=O)O)c3)CC2)cc1	-12%[86.2 µM]
Cc1cccc(-n2c(=O)c3c(c4cc(C)ccc4n3C)n(C)c2=O)c1	u
O=C(Nc1ccc2oc(-c3ccncc3)nc2c1)c1ccc(Cl)cc1	7%

Some of the compounds tested. The share of hits here may be higher or lower than overall.
